KB-V1 MDR tox: kills drug-selected multidrug resistant KB-V1 cells | Potency, µM (highest dose often 46.1 µM), without a hit: top-dose activity change, negative = cytotoxicity, actives largely listed as cytotoxic | AID 1347076 | hit rate 3.4% among 400,000 | KB-V1 MDR cells viability, CellTiter-Glo, 72 h; note: potency is the fitted concentration of half-maximal effect; % is set by controls: 0 for no effect and ±100 for the full control effect; nearly all actives have a fitted effect of over 60% in size
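Following 72 h at 37 degrees C with compound, KB-V1 cell viability was read by CellTiter-Glo luminescence, medium being phenol-red-free DMEM plus 10% FBS; concentration-response parameters came from normalized, curve-fitted qHTS data.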
KB-3-1 tox: KB-3-1 parental cell cytotoxicity; hit rate 1.4% among 400,000; KB-3-1 viability, CellTiter-Glo ATP luminescence, 72 h; Potency, µM (titrated, usually from 46.1 µM), for the others: at the highest dose activity change, negative = cytotoxic, actives largely listed as cytotoxic; note: potency is the fitted concentration of half-maximal effect; % is set by controls: 0 for no effect and ±100 for the full control effect; nearly all actives have a fitted effect of over 60% in size
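Viability of parental KB-3-1 cells, measured by CellTiter-Glo luminescence, followed a 72 h incubation at 37 °C with pinned compounds in phenol-red-free DMEM containing 10% FBS.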
D3 ag: D3 dopamine receptor (human) agonism; hit rate 0.58% among 410,000; D3R DiscoveRx beta-arrestin cells, luminescence, 90 min; P35462; AID 652048; max activation, %; in the data active = max activation above about 30%; note: 0% is about no effect; mostly tested at two doses, the higher about 12 µM
Target sequence (P35462 whole entry, looked up): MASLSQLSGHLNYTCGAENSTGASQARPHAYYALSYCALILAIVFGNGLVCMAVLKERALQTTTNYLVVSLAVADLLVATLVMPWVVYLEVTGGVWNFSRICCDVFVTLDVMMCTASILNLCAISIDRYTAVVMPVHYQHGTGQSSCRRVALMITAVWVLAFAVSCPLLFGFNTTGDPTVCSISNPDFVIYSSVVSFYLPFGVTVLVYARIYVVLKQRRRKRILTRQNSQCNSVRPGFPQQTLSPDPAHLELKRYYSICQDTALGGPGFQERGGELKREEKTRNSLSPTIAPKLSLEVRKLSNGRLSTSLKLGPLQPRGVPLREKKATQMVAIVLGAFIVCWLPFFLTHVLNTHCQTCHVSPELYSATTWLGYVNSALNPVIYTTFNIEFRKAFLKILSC
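Cells at 1500/well, incubated overnight, then treated with pinned compounds (dopamine as control) for 90 min at 37 degrees C. DiscoveRx reagent added for 30 - 60 minutes at room temperature; luminescence read.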
D3 antag: antagonists of human D3 dopamine receptor | P35462 | D3R cells, DiscoveRx beta-arrestin luminescence, antagonist mode; active compounds read low | max response, negative = inhibition, % | hit rate 2.5% among 360,000 | AID 652054; in the data active = max response below about -50%; inconclusive = no clear call, values can overlap the other calls; note: % is set by controls: 0 for no effect and ±100 for the full control effect; mostly tested at two doses, the higher about 12 µM
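Cells plated overnight at 1500 cells/well, then exposed to library compounds with dopamine controls for 90 minutes at 37 degrees C. DiscoveRx reagent added for 30–60 minutes at room temperature; luminescence read, quantitative HTS format.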
HT1080 IDH1KD tx: HT-1080 IDH1 knockdown cell toxicity (counter line); HT-1080 IDH1 knockdown viability, ATP luminescence, 48 h; Potency, µM (highest dose often 46.1 µM), without a hit: at the top dose activity, negative = toxicity, usual class: cytotoxic; hit rate 2% among 360,000; AID 686971;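 note: potency is the fitted concentration of half-maximal effect; 0% = DMSO wells and -100% = cell-free medium wells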
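Cytotoxicity counter-line: IDH1KD HT-1080, 48 h, CellTiter-Glo. Curves classed by r2, magnitude and activity.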
GLP1R ag: agonists of human GLP-1 receptor; P43220; HEK293 GLP-1R CRE-luciferase, luminescence, 4-6 h; cells express a hypersensitive GLP-1R form; Potency, µM (top dose mostly 45.6 µM), without a hit: at the highest dose activation, most hits filed as activators; hit rate 0.007% among 380,000; note: potency is the fitted concentration of half-maximal effect; % of control where 0% means no effect
Target sequence (P43220 whole entry, looked up): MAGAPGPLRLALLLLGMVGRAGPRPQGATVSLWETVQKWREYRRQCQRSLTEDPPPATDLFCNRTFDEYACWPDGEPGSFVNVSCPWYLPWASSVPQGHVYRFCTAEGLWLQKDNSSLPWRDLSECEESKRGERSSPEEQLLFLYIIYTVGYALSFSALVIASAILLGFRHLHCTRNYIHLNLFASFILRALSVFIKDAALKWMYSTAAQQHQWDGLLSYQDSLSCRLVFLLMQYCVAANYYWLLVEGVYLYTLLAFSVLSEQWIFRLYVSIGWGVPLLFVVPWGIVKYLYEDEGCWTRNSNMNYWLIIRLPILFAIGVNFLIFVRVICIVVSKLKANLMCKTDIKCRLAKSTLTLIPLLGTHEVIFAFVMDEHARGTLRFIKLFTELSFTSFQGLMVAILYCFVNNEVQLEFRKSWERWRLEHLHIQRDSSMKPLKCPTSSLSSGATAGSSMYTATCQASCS
SW480 rerep: inducers of DNA re-replication in SW480 colon cancer cells. SW480 DNA re-replication, Hoechst DNA content imaging, 48 h. hit rate 1.8% among 340,000. Potency, µM (highest dose often 46.1 µM), for the others: top-dose re-replication activation, actives largely listed as activators; note: potency is the fitted concentration of half-maximal effect; % of control where 0% means no effect; nearly all actives have a fitted effect of over 55% in size
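Per well, 250 cells were exposed to pinned compound for 48 hr. Nuclear DNA was visualised with Hoechst (40 min, 37 C) and total object intensity recorded by fluorescence scanning.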
IL1B secr inh: blocks inflammasome-driven IL-1 beta release; THP-1 LPS/ATP IL-1B secretion, AlphaLISA, 16 h; active compounds read low; activity change, % at 57.5 µM; hit rate 4.7% among 360,000; AID 743279; in the data active = activity change below about -50%; inconclusive = mostly about -30% to -49%; note: % is set by controls: 0 for no effect and ±100 for the full control effect
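THP-1 cells pretreated 1 hr with compounds (up to 57.5 uM final), then stimulated with LPS (250 ng/mL final) plus ATP (1.25 mM final); secreted IL-1B measured by AlphaLISA after 16 hr, decreased signal indicating inhibition.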
HT1080NT lethal: kills 2HG-producing HT-1080-NT fibrosarcoma cells; AID 686970; Potency, µM (titrated, usually from 46.1 µM), without a hit: top-dose activity, negative = less viability, actives largely listed as cytotoxic; HT-1080-NT fibrosarcoma viability, CellTiter-Glo ATP luminescence, 48 h; hit rate 1.6% among 360,000;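 note: NT is the 2HG producing partner of a matched IDH1 knockdown line; potency is the fitted concentration of half-maximal effect; 0% = DMSO-treated cells and -100% = media-only wells without cells; nearly all actives have a fitted effect of over 55% in size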
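Compounds were tested in concentration-response format on HT-1080-NT cells for 48 hours at 37 degrees C. Cell viability came from CellTiter-Glo luminescence; curves were classified by r2, response magnitude and activity.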
The depositor's hits bear a star; ? = inconclusive; nt = not tested or not shown; & = joins results of further samples; [ ] = remark or other dose. Unless noted, calls come from the whole dose curve; as a rule, active = well fitted curve in the direction sought with a large enough effect; inconclusive = small, poorly fitted or top-dose-only effect, or another doubt; inactive = no such curve, though single readings can be large; an effect the other way counts as inactive or inconclusive.

SMILES	KB-V1 MDR tox	KB-3-1 tox	D3 ag	D3 antag	HT1080 IDH1KD tx	GLP1R ag	SW480 rerep	IL1B secr inh	HT1080NT lethal
CCCn1c(SCC(=O)Nc2ccccc2C(=O)NC2CC2)n[nH]c1=O	-2.4%	7.1%	-9.8	-9.2	-1.4%	-4.2%	0.8%	0.0	-0.2%
C[C@H]1C(=O)N(C)CCN1C(=O)c1ccccc1OC1CCN(S(C)(=O)=O)CC1	?	15.1%	3.6	9.8	5.8%	2.9%	-13.4%	-1.7	1.3%
C/C(=N\NC(=O)c1ccc(CN2CCOCC2)cc1)c1ccc([N+](=O)[O-])cc1	-21.9%	0.0%	1.8	36.2	-1.0%	5.3%	1.7%	30.2	9.6%
Oc1ccc(-c2cc(-c3ccc(O)cc3)nc(-c3ccccc3)n2)cc1	16.5%	-13.4%	-1.2	3.1	?	11.1%	?	-98.3*	11.6µM*
CC(C)Oc1ccccc1OC1(C)CCN(Cc2ccc(OC(F)(F)F)cc2)C1 (stereo not drawn)	-2.7%	0.0%	-13.8	-24.1	4.4%	-7.8%	nt	23.4	-7.9%
O=C(NCc1ccco1)c1cc([N+](=O)[O-])cc([N+](=O)[O-])c1	0.0%	6.3%	0.9	10.4	5.1%	-0.6%	1.7%	-13.8	-0.9%
CC(C)Cc1csc(NC(=O)c2ccccc2Cl)c1C(=O)O	-0.6%	-1.1%	5.6	14.5	1.0%	1.1%	3.7%	-4.1	4.9%
COCCCN(C(=O)c1ccco1)c1nc(-c2cc(OC)ccc2OC)cs1	1.84µM*	-12.7%	22.9	4.5	3.6%	-6.3%	-2.2%	-8.1	?
Cc1ccc(SCCN2CCN(C)CC2)cc1	-9.0%	12.8%	-0.4	-3.1	4.6%	0.6%	-2.8%	-8.6	6.6%
COC(=O)c1cn(C(=O)c2ccccc2)c2ccccc12	21.7%	1.1%	1.7	25.8	9.5%	-5.0%	-96.1%[inhibitor]	-8.7	10.2%
O=C(Cc1cccs1)Nc1nnc(COc2ccccc2)s1	?	26.1%	-38.9	-19.0	-30.0%	2.4%	2.6%	13.1	?
CCC1CCCCN1CCCNC(=O)c1ccc2nc(N3CCC(C)CC3)sc2c1 (stereo not drawn)	9.8%	?	-2.2	7.0	?	7.2%	18.4µM*	?	?
O=C(Nc1ccc(F)c(Cl)c1)C1Cc2c(-c3ccc(Cl)cc3)ccnc2O1 (stereo not drawn)	?	?	7.7	0.0	?	-0.5%	nt	-15.7	?
O=C(Nc1ccc2ccccc2c1)c1ccccc1Cl	-11.8%	3.9%	-3.3	9.6	-5.1%	-1.9%	nt	-26.5	5.5%
CN(CC(=O)Nc1ccc(S(N)(=O)=O)cc1)C1CCCCC1	6.7%	-6.0%	3.6	4.8	0.7%	2.9%	-9.5%	15.7	20.6%
CCOc1ccccc1C(=O)NCC(=O)OCCCOC(=O)CNC(=O)c1ccccc1OCC	-8.1%	-0.4%	-2.8	-21.8	7.1%	12.3%	-0.8%	-3.5	4.3%
CCOC(=O)C1(Cc2ccccc2)CCN(Cc2cccc3c2OCO3)CC1	?	-2.5%	-15.5	-3.6	2.6%	3.2%	5.7%	-52.9*	-2.6%
CC[C@@]1(O)C(=O)OCc2c1cc1n(c2=O)Cc2cc3c(CN(C)C)c(O)ccc3nc2-1	?	?	-10.9&14.4	8.4	2.06µM*	-10.2%&-5.5%	?	-102.9*	1.16µM*
CC1CCC2(CC1)NC(=O)N(CC(=O)Nc1ccc3c(c1)OCCO3)C2=O (stereo not drawn)	30.1%	2.4%	5.8	4.9	2.9%	18.9%	-7.1%	-8.2	-14.8%
CN(C)/C=C/C(=O)c1cnc(-c2cccc(Cl)c2)s1	19.9%	-1.9%	1.1	-5.7	-2.6%	-0.7%	-0.8%	-28.4	-5.0%
O=C(N/N=C/c1ccncc1)c1cccs1	-2.3%	-2.0%	3.4	-11.3	0.0%	3.5%	-9.0%	0.0	-1.4%
CSc1nnc(C(C)(C)C)c(=O)n1/N=C/c1c(O)ccc2ccccc12	-28.7%	20.7%	23.2	22.3	3.8%	6.3%	2.9%	55.6	2.9%
COc1cccc(C(=O)CSc2nnc(CNc3nc(-c4ccccc4)cs3)n2C)c1	4.6%	-6.5%	4.1	11.4	-14.2%	-22.0%	2.3%	-7.3	-5.7%
S=c1[nH]c2cc(Cl)c3cccnc3c2o1	12.1%	-1.1%	8.3	28.0	-19.8%	-4.0%	7.3%[1.84 µM]	30.4	-19.3%
O=C1CCC(C(=O)Nc2cccc(S(=O)(=O)N3CCOCC3)c2)N1 (stereo not drawn)	-14.1%	-2.8%	-2.2	27.7	-4.1%	-1.7%	3.5%[1.84 µM]	-11.8	-6.5%
COc1ccc(S(=O)(=O)N2CCCC2CNC(=O)C(=O)NCc2ccccc2)cc1 (stereo not drawn)	?	?	4.7	7.2	-12.4%	7.1%	-50.9%[inhibitor]	2.2	-19.6%
CCCCc1ccc(NC(=O)CSc2nc(=O)n3cc(C)ccc3n2)cc1	-2.6%	-10.4%	5.6	4.5	-14.6%	17.2%	-90.2%[inhibitor]	73.6	-16.1%
C=CCN=c1scc(-c2ccc(F)cc2)n1/N=C/c1ccccn1	-14.5%	?	16.7	4.0	?	?	3.9%	?	-0.5%
Cc1cccc(-n2ccnc2SCC(=O)Nc2cccc3ccccc23)c1	1.7%	3.7%	0.5	nt	nt	3.7%	nt	nt	nt
CCOC(=O)c1c(N/C=C(\C#N)c2nc(-c3ccc(OC(C)=O)cc3)cs2)sc2c1CCC2	8.2%	14.7%	1.0	-5.1	8.9%	-2.6%	?	0.0	12.5%
Cc1cc(C)n2nc(SC(C)C(=O)N3CCOCC3)nc2n1 (stereo not drawn)	?	5.3%	1.9	5.3	14.8%	-21.8%	3.6%	7.4	18.0%
CC(=O)Oc1ccc(C2OC(=O)c3ccccc3N2C(C)=O)cc1 (stereo not drawn)	14.4%	15.3%	-17.3	-9.9	-2.3%	-9.8%	-0.9%	?	-4.8%
CC(C)(C)c1cc(C(=O)NCCCn2ccnc2)cc(C(C)(C)C)c1	3.1%	0.4%	-2.8	-7.9	-4.3%	1.6%	-2.6%	19.9	-4.0%
CCOCCCNC(=O)c1cc(-c2cccnc2)nc2ccc(S(=O)(=O)N3CCC(C)CC3)cc12	3.2%	2.0%	6.3	-3.5	0.0%	1.0%	-0.1%	-3.0	10.3%
COc1cccc(C(=O)OCC(=O)NC(C)CCc2ccccc2)c1O (stereo not drawn)	-6.9%	-26.2%	-3.9	-4.9	-1.1%	0.5%	-18.2%	-2.0	5.8%
COc1ccccc1-c1c(C(F)(F)F)oc2c(CN(C)C)c(O)ccc2c1=O	4.6%	1.7%	1.5	2.9	5.5%	10.4%	-10.9%	12.9	-1.3%
Cc1ccc(-n2c(SCC(=O)O)nc3sc4c(c3c2=O)CC(C)(C)SC4)cc1	-21.3%	0.4%	5.3	3.9	6.8%	-4.0%	-3.9%	-12.5	5.4%
CC(=O)Nc1cccc(C(=O)OCc2ccc([N+](=O)[O-])cc2)c1	13.1%	16.5%	-2.2	3.6	-0.9%	8.0%	-9.1%	0.0	0.8%
O=C(CCCOc1ccccc1)NNC(=O)c1ccc(Cl)cc1	-2.8%	-4.7%	0.3	3.5	0.0%	-4.8%	-1.5%	24.9	4.3%
CCn1ccnc1CN(C)Cc1cn[nH]c1-c1ccc(F)cc1F	3.4%	-1.5%	-9.7	-8.7	8.2%	-4.3%	2.3%	-11.2	-8.4%

Just D3 ag (four entries from above):
SMILES	D3 ag
O=C(CCCOc1ccccc1)NNC(=O)c1ccc(Cl)cc1	0.3
Cc1cc(C)n2nc(SC(C)C(=O)N3CCOCC3)nc2n1 (stereo not drawn)	1.9
CCOCCCNC(=O)c1cc(-c2cccnc2)nc2ccc(S(=O)(=O)N3CCC(C)CC3)cc12	6.3
CCn1ccnc1CN(C)Cc1cn[nH]c1-c1ccc(F)cc1F	-9.7

A run of entries of the results above, as a working copy:
SMILES	KB-V1 MDR tox	KB-3-1 tox	D3 ag	D3 antag	HT1080 IDH1KD tx	GLP1R ag	SW480 rerep	IL1B secr inh	HT1080NT lethal
O=C(CCCOc1ccccc1)NNC(=O)c1ccc(Cl)cc1	-2.8%	-4.7%	0.3	3.5	0.0%	-4.8%	-1.5%	24.9	4.3%
CCn1ccnc1CN(C)Cc1cn[nH]c1-c1ccc(F)cc1F	3.4%	-1.5%	-9.7	-8.7	8.2%	-4.3%	2.3%	-11.2	-8.4%

The list goes on.
SMILES	KB-V1 MDR tox	KB-3-1 tox	D3 ag	D3 antag	HT1080 IDH1KD tx	GLP1R ag	SW480 rerep	IL1B secr inh	HT1080NT lethal
CN(C)S(=O)(=O)c1ccc(C(=O)Nc2nnc(SCC(=O)NCC3CCCO3)s2)cc1 (stereo not drawn)	nt	nt	-14.4	-23.9	-5.7%	7.2%	-13.1%	19.4	-0.8%
CCOC(=O)N1CCN(C(=O)c2cc(-n3cnnc3)ccc2Cl)CC1	?	8.6%	3.5	28.6	5.1%	-11.7%	1.5%	-3.6	19.4%
O=C(N/N=C\C=C\c1ccc2c(c1)OCO2)C1COc2cc3ccccc3cc2O1 (stereo not drawn)	?	-8.3%	-8.4	10.8	-3.9%[9.24 µM]	-9.3%	-0.2%	?	-3.1%
CCCN(C(=O)c1cccc(-n2cccc2)c1)c1c(N)n(Cc2ccccc2)c(=O)[nH]c1=O	-5.3%	-1.7%	7.7	16.0	-8.7%	0.5%	?	-10.0	-14.2%
COC(=O)c1ccsc1NS(=O)(=O)c1ccccc1	-7.9%	-0.5%	0.9	9.3	9.8%	-2.6%	-1.1%	15.3	8.9%
O=C(COC(=O)c1cncc(Br)c1)NCc1ccco1	10.3%	11.4%	-1.8	-10.7	8.6%	-5.3%	-6.1%[9.22 µM]	3.7	7.4%
O=C(Cn1ncc2ccsc2c1=O)N1CCN(c2ccc(Cl)cc2)CC1	20.6µM*	?	2.5	nt	nt	-2.3%	nt	nt	nt
